# Mtb UGM inh: Mtb UDP-galactopyranose mutase inhibition | P9WIQ1 | purified UGM, fluorescence polarization probe displacement | inhibition, % at 10 µM | actives 0.06% (n = 320,000) | AID 504406; in the data active = inhibition above about 10%, passing the limit was not always enough; inconclusive = no clear call, values can overlap the other calls
# Target sequence (P9WIQ1 whole entry, looked up): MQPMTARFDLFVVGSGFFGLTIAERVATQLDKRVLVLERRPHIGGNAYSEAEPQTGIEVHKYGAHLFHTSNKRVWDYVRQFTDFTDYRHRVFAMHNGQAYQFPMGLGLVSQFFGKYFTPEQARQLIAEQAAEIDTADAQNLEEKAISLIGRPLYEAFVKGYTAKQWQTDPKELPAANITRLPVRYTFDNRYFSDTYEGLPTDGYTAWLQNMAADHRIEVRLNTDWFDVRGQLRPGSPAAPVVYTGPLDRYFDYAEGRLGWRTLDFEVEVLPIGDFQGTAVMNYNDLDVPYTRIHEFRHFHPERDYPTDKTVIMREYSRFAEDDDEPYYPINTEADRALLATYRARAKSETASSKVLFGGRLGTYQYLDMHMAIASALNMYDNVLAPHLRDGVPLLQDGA
# CCHF vOTU inh: CCHFV vOTU protease inhibition; actives 0.55% (n = 370,000); inhibition, % at 11.5 µM; Pep-AMC fluorescence; note: 0% = vehicle wells with enzyme and 100% = no enzyme wells
# VHR inh abs: DUSP3 (human) phosphatase inhibition; P51452; recombinant VHR phosphatase, pNPP absorbance; inhibition, % at 13.3 µM; actives 0.52% (n = 290,000); in the data active = inhibition above about 50%; note: some compounds called inactive have numbers as strong as hits
# Target sequence (P51452 whole entry, looked up): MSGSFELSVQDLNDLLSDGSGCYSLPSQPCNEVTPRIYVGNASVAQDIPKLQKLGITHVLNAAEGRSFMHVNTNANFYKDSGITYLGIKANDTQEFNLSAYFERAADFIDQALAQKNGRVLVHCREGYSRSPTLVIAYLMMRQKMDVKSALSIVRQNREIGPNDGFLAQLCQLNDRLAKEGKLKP
# FBA Mtb inh: inhibitors of M. tuberculosis fructose-bisphosphate aldolase | inhibition, % at 1 µM | purified M. tuberculosis FBA, fluorescence read-out | actives 2.3% (n = 360,000) | P9WQA3; in the data active = inhibition above about 27%;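 note: 0% = vehicle and 100% = reference inhibitor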
# FadD28 binding: blocks FadD28 binding to the bisubstrate probe | fluorescence polarization | inhibition, % at 12.5 µM | actives 0.22% (n = 360,000) | AID 588549; in the data active = inhibition above about 8.5%, passing the limit was not always enough; inconclusive = no clear call, values can overlap the other calls
# Rv3671c protease: inhibits the M. tuberculosis serine protease Rv3671c; inhibition, % at 5.96 µM; actives 0.048% (n = 320,000); AID 2606; P9WHR9; in the data active = inhibition above about 38%;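 note: extracellular domain of Rv3671c used as enzyme; 0% = enzyme with DMSO and 100% = no enzyme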
# Target sequence (P9WHR9 whole entry, looked up, the tested form may be a part): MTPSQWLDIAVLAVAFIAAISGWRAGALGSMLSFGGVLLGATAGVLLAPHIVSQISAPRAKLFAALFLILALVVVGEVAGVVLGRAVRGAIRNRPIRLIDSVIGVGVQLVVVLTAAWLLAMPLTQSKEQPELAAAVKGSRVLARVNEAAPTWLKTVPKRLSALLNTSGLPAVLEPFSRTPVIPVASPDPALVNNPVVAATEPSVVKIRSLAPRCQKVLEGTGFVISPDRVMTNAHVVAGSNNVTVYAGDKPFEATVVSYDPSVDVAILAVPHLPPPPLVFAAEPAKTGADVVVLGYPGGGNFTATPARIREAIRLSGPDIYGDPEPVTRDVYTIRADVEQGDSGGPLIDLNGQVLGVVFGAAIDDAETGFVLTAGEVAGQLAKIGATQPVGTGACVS
# BoNT-F LC inh: blocks Botulinum neurotoxin F light chain protease; AID 588497; inhibition, % at 10 µM; Multiplex microsphere protease cleavage assay, flow cytometry; actives 0.22% (n = 360,000); in the data active = inhibition above about 35%, passing the limit was not always enough; inconclusive = no clear call, values can overlap the other calls; note: plate controls were buffer without enzyme for full effect and enzyme alone for no effect
# BioA inh: BioA (M. tuberculosis) enzyme inhibition; purified M. tuberculosis BioA enzyme, plate reader; actives 0.096% (n = 360,000); inhibition, % at 9.99 µM; in the data active = inhibition above about 40%; inconclusive = no clear call, values can overlap the other calls
# MazEF act: activators of E. coli MazEF toxin-antitoxin RNase; actives 0.32% (n = 350,000); FAM/BHQ RNA-DNA oligo cleavage fluorescence, 5 h; activation, % at 20 µM; P0AE70; in the data active = activation above about 50%
# GDH-TPI counter: counter-screen for M. tuberculosis FBA inhibitors: GDH-TPI coupled enzymes; GDH-TPI coupled enzyme counterscreen, NADH absorbance; AID 588335; actives 1.2% (n = 360,000); inhibition, % at 4.8 µM;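 note: 0% = DMSO wells and 100% = wells lacking the enzyme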
# The depositor's hits bear a star; ? = inconclusive; · = no result given; & = joins results of further samples. Cut-off read from the data, not from the text of the source, unless noted: active = inhibition above about 30%; inactive = the rest.
SMILES,Mtb UGM inh,CCHF vOTU inh,VHR inh abs,FBA Mtb inh,FadD28 binding,Rv3671c protease,BoNT-F LC inh,BioA inh,MazEF act,GDH-TPI counter
CCOC(=O)CCCCCC(=O)Nc1ccc2c(c1)C(=O)N([C@@H](C)CO)C[C@H](C)[C@H](CN(C)C(=O)Nc1ccc(C(F)(F)F)cc1)OCCCC[C@H](C)O2,·,-4,·,3,-1.3,·,2,0.1,6,-3
CC(C)Oc1ccc(S(=O)(=O)N2CCOCC2)cc1NC(=O)Cc1ccsc1,-0.3,-16,·,-2,0.6,-5,-9,-0.1,1,5
O=C(NCCc1ccccc1F)C1CCC(=O)N(CCCN2CCCC2=O)C1 (stereo not drawn),0.0,1,1,1,-3.3,1,?,0.2,5,7
C#CC(C)(C)NC(=O)c1cnc(-c2ccccc2)nc1-c1ccccc1,0.7,-9,20,-7,-3.1,4,6,·,3,-16
COc1ccc2c(c1)c(=O)c(C(=O)c1ccc(F)cc1)cn2CC(=O)Nc1ccc(F)cc1,0.2,-4,0,1,0.1,-8,-7,9.2,-30,10
CC(=O)Nc1cc2c(cc1[N+](=O)[O-])-c1ccccc1C2O (stereo not drawn),·,·,·,-1,-1.4,·,6,2.1,7,14
Cc1ccc(C(=O)NCCSC(C)(C)C)cc1,-0.3,4,18,-1,-0.6,-4,-6,3.2,3,1
Cc1ccc(OCCC(=O)NNC(=O)c2ccc(Br)cc2)cc1,1.1,10,·,-2,-2.9,-3,-3,-0.4,5,1
O=[N+]([O-])c1cc([N+](=O)[O-])c2cccnc2c1O,4.8,22,14,·,·,-14,·,·,·,·
CCN(CC)c1ccc2ccc(=O)oc2c1,-0.1,-39,33,53*,1.9,-2,0,·,7,6
COc1ccc(OC)c(CNC(=O)c2nn(C)c3c2CS(=O)(=O)c2ccccc2-3)c1,2.1,1,7,-3,-3.9,-4,2,0.4,14,-3
CCCN(CCC)S(=O)(=O)c1ccc(NC(=O)COc2ccccc2)cc1,-1.1,1,22,2,-1.6,-10,-1,·,2,8
O=CNc1ccc2c(c1)Cc1cc([N+](=O)[O-])ccc1-2,·,3,·,-2,-3.3,·,0,15,13,27
Cc1ccc(C(=O)Nc2cccc(S(=O)(=O)N3CCOCC3)c2)cc1[N+](=O)[O-],0.5,1,10,-7,-4.1,-3,-3,-2.6,12,-12
COCc1cc(C)nc(SCC(=O)Nc2cc3c(cc2C#N)OCO3)c1C#N,2.7,4,19,0,-0.5,-10,-20,0.4,5,9
COc1cccc(-c2ncc3ccccc3c2COC(=O)c2ccc(C(F)(F)F)cc2)c1,1.2,-4,·,-3,-0.2,-5,-5,-2.0,-11,7
O=C(NC1CCCCC1)N1CCN(c2ncccn2)CC1,-1.3,-7,7,0,0.4,4,5,-6.0,11,11
Cc1cccc(C(=O)NC(C(=O)Nc2ccc(S(=O)(=O)Nc3nccs3)cc2)C(C)C)c1 (stereo not drawn),·,8,·,2,-1.6,·,-6,7.7,-11,10
Cc1cc(S(=O)(=O)N2CCCC2)ccc1OCC(=O)NCc1ccco1,-2.6,11,-19,2,-2.4,-6,-13,-0.4,9,1
Cn1c(SCC(=O)Nc2ccc(NC(=O)c3cccs3)cc2)nnc1-c1ccncc1,-0.8,5,-5,0,-0.1,2,-3,-0.8,-3,13
Cc1nnc(NC(=O)c2c(-c3ccccc3)noc2C)s1,-2.3,10,15,-2,-0.9,-2,-1,-0.8,4,-4
O=S(=O)(NC1CCc2ccccc21)c1ccc(S(=O)(=O)N2CCCC2)cc1 (stereo not drawn),0.4,4,-5,3,1.5,-4,-4,·,-2,22
COc1ccc(CCC(=O)NCc2cn3ccc(C)cc3n2)cc1,0.0,-2,-24,22,0.2,-3,-11,-5.0,-8,7
CCOC(=O)C1Nc2ccc(OC(F)(F)F)cc2C2C=CCC12 (stereo not drawn),3.8,7,·,0,4.6,3,-4,-0.6,3,4
O=C(O)c1ccc(N/N=C2/CCSc3ccc(F)cc32)cc1,0.2,-2,12,-1,1.0,-6,7,1.6,5,25
CCOc1ccc(-n2nnnc2SCC(=O)Nc2ccc(NC(C)=O)cc2)cc1,-1.7,0,39,0,0.4,-6,6,-1.0,-26,11
O=c1cc(O)n(-c2ccc(F)cc2)c(=S)[nH]1,-0.1,2,-16,-1,-3.9,-7,-3,·,-4,-1
CC1CCc2nn(CC(=O)NC3CCCC3)cc2C1 (stereo not drawn),2.5,-3,5,1,0.3,4,-12,-0.8,11,10
O=C(CSc1nnc2ccccn12)NNC(=O)c1ccccc1,-3.7,1,6,-1,-0.2,-1,-1,·,-6,-4
CCOc1ccc(C(=S)N2CCOCC2)cc1,0.7,10,3,6,-3.0,-4,-7,-0.2,3,12
CCCn1c(=O)c2ccccc2n2c(SCC(N)=O)nnc12,-1.4,-6,6,1,-1.3,4,-6,-0.9,3,7
COc1ccc(OC)c(/C=N/n2c(-c3n[nH]c4c3CCC4)n[nH]c2=S)c1,0.6,0,12,5,-0.6,2,-5,-1.0,6,8
Cc1nc(-c2ccc(C(=O)NCCO)cc2)cs1,-0.6,8,16,8,-0.8,9,-7,-0.1,10,0
COC(=O)C1CCN(C(=O)COC(=O)c2cc(-c3ccccc3)nc3ccc(OC)cc23)CC1,1.2,·,·,83*,-1.2,-27,5,-1.7,-1,22
CCCCN(CC)CCCNC(=S)Nc1ccc2nc(N3CCN(C)CC3)cc(C)c2c1,-5.8,-8,6,9,-1.3,1,0,4.6,8,25
O=C(CSc1nnc(CNC(=O)c2cccs2)o1)Nc1ccc2c(c1)OCO2,-0.7,9,11,8,-1.6,4,-22,1.0,3,10
CCCCN(C(=O)C1CCN(C(=O)c2ccccc2C)CC1)c1c(N)n(CCC)c(=O)[nH]c1=O,·,6,·,5,-2.0,·,12,·,-17,3
COC(=O)c1ccccc1NS(=O)(=O)c1cn(C)c(=O)n(C)c1=O,-3.1,2,12,0,-3.9,6,-8,-1.2,10,2
Cn1c(=O)c(NC2CCCCC2)c2c3c(cccc31)C(=O)c1ccccc1-2,·,6,12,-5,-1.3,·,11,·,-495,-3
C[C@H](CO)N1C[C@H](C)[C@@H](CN(C)S(=O)(=O)c2cn(C)cn2)Oc2c(NC(=O)Nc3ccc4c(c3)OCO4)cccc2C1=O,-1.1,-4,·,0,-0.3,2,-5,-0.8&0.3,4,-1
CC(=O)Nc1ccc(CN(C)c2c(C)nc3ccc(C(=O)N4CCN(C(C)=O)CC4)cn23)cc1,·,16,·,1,-0.3,·,3,-1.8,·,11
CC1=CC(c2ccccc2)=Nc2ccc(C)cc2N1,-0.8,-2,-2,-1,-2.8,-1,-4,·,-2,-5
Clc1ccccc1-c1nnc(CNC2CC2)o1,1.9,-7,19,1,-2.8,-5,-3,·,9,1
CCCCCOC(=O)CC(C(=O)OCCCCC)N1CCCCC1 (stereo not drawn),1.4,6,4,-1,-1.4,-2,-4,-0.3,-2,2
Clc1ccc(-c2ccnc3nc(N4CCOCC4)nn23)c(Cl)c1,·,4,·,3,-0.3,·,-5,-2.2,1,4
Cc1cccc2c(-c3ccccc3)cc(=O)[nH]c12,-0.5,3,22,5,-1.7,2,?,-1.4,3,10
O=c1oc(-c2cccs2)nc2c1cnn2-c1ccccc1,-0.9,-4,13,1,-0.6,-3,-5,·,13,19
COc1cc(/C=N/Nc2nc(C)cc(=O)[nH]2)ccc1O,-2.8,-1,28,4,0.1,4,-29,-0.7,7,27
O=C(CCNC(=O)c1ccc(Br)cc1)Nc1ccc(S(=O)(=O)N2CCCCC2)cc1,·,-10,·,1,-0.8,·,4,0.7,-12,3
Cc1cccc(NC(=O)CSc2n[nH]c(-c3cccnc3)n2)c1,3.9,4,21,0,-1.6,-2,2,20,8,-2

# A few values from the results shown:
# FadD28 binding result of COc1ccc(CCC(=O)NCc2cn3ccc(C)cc3n2)cc1 : 0.2
# FadD28 binding result of CCCCN(C(=O)C1CCN(C(=O)c2ccccc2C)CC1)c1c(N)n(CCC)c(=O)[nH]c1=O : -2.0

# (continued)
SMILES,Mtb UGM inh,CCHF vOTU inh,VHR inh abs,FBA Mtb inh,FadD28 binding,Rv3671c protease,BoNT-F LC inh,BioA inh,MazEF act,GDH-TPI counter
COc1ccc(C)cc1N(CC(=O)Nc1ccc2c(c1)OCCO2)S(C)(=O)=O,-0.9,-1,30,1,-0.2,-1,2,·,4,1
Cc1nonc1NC(=O)c1oc2ccc(F)cc2c1C,-0.4,9,6,1,-1.5,0,-2,5.6,3,-3
Cc1cccc(N2CCN(S(=O)(=O)c3ccc4c(c3)CC(C)N4C(=O)C3CC3)CC2)c1C (stereo not drawn),0.2,11,13,0,0.6,-5,0,-0.1,3,7
Cc1cc(NCc2cccnc2)no1,0.1,5,37,4,-0.5,6,2,0.1,5,3
CCCCc1nc(Cl)c(CO)n1Cc1ccc(-c2ccccc2-c2nn[nH]n2)cc1,0.0,0,17,0,-3.1,0,1,-1.5,7,0
CSc1cccc(NC(=O)CCCNC(=O)c2ccc(Cl)cc2)c1,-3.0,8,-3,-6,-7.5,2,-2,1.5,1,-15
O=[N+]([O-])c1ccc(N/N=C\c2ccccc2OCc2ccccc2)cc1,3.3,5,4,-7,-1.7,4,0,·,18,7
C(=Cc1cnnc2ccccc12)c1ccccc1,·,15,·,2,0.4,·,-4,-1.4,14,25
COc1cc(OC)cc(OCC(O)Cn2cnc3cc(C)c(C)cc32)c1 (stereo not drawn),1.9,5,-4,-1,-7.1,-4,-9,2.2,8,6
CCOC(=O)NC(=O)c1cn(CCN(C)C)c(=O)[nH]c1=O,1.5,-10,-2,-1,-0.4,6,-4,·,5,-3
Cc1ccc(Oc2ccc(C(=O)NC3CCSC3=O)cn2)cc1 (stereo not drawn),1.3,2,3,-2,-4.2,4,-3,14,0,6
CCOC(=O)C(C(=O)Nc1ccccc1C)C1CCCCC1 (stereo not drawn),2.4,-18,7,0,-4.2,3,-8,-1.2,6,-11
CCOC(=O)C1CCCN(CCCc2ccccc2)C1 (stereo not drawn),1.0&1.7,4,38&22,-1&3,-3.6&0.4,-5&2,4&0,-0.2&-0.7,2&-10,3&-1
Cc1noc(C)c1NC(=O)Nc1ccc2c(c1)C(=O)N([C@@H](C)CO)C[C@@H](C)[C@H](CN(C)C(=O)Nc1cccc3ccccc13)OCCCC[C@H](C)O2,·,11,·,9,-3.6,·,-1,-0.5,6,3
Cc1ccc(C(=O)NNC(=O)c2n[nH]c(=O)c3ccccc23)cc1C,-0.7,-11,·,2,-2.2,-2,-13,-0.4,7,7
Cc1cccc(OC(=O)NCCOC(=O)N(O)c2ccc(Cl)cc2)c1,2.0,-5,15,2,0.2,-4,22,-2.0,1,6
CCCCN1CC[C@H]2C=CC[C@@H](C(=O)Nc3ccc(OC)cc3)[C@H]2C1=O,1.4,-3,·,1,-1.4,-8,0,-1.9,2,3
CCOc1ccc(C(=O)CC(C(=O)O)N2CCCCC2)cc1 (stereo not drawn),-0.7,·,·,2,-2.6,1,1,-0.7,5,9
Cc1cccc(OCC(=O)N/N=C/c2ccc3c(c2)OCO3)c1,-4.5,4,8,3,0.2,5,-4,·,6,-6
CC(C)NC(=O)C(=O)NCc1ccccn1,1.0,-8,18,4,-3.0,-2,-3,·,7,-12
Cc1nn(Cc2ccccc2)c(Cl)c1/C=C1\NC(=S)NC1=O,-2.0,11,9,0,-4.0,-1,-8,1.1,11,12

# Just Mtb UGM inh (4 entries from above):
SMILES	Mtb UGM inh
O=c1cc(O)n(-c2ccc(F)cc2)c(=S)[nH]1	-0.1
O=C(NC1CCCCC1)N1CCN(c2ncccn2)CC1	-1.3
COc1cc(/C=N/Nc2nc(C)cc(=O)[nH]2)ccc1O	-2.8
Cc1cc(NCc2cccnc2)no1	0.1

# Compound activity as filed in PubChem BioAssay.
